Compound activity as filed in PubChem BioAssay.
BoNT-F LC inh: inhibitors of Botulinum neurotoxin F light chain protease; inhibition, % at 10 µM; AID 588497; Multiplex microsphere protease cleavage assay, flow cytometry; actives 0.22% (n = 360,000); in the data active = inhibition above about 35%, passing the limit was not always enough; inconclusive = no clear call, values can overlap the other calls; also: plate controls were buffer without enzyme for full effect and enzyme alone for no effect
Mtb FBA inh: inhibits M. tuberculosis FBA enzyme | purified M. tuberculosis FBA, fluorescence read-out | inhibition, % at 1 µM | AID 588726 | actives 2.3% (n = 360,000) | P9WQA3; in the data active = inhibition above about 27%;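 also: 0% = vehicle and 100% = reference inhibitor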
Target sequence (P9WQA3 whole entry, looked up): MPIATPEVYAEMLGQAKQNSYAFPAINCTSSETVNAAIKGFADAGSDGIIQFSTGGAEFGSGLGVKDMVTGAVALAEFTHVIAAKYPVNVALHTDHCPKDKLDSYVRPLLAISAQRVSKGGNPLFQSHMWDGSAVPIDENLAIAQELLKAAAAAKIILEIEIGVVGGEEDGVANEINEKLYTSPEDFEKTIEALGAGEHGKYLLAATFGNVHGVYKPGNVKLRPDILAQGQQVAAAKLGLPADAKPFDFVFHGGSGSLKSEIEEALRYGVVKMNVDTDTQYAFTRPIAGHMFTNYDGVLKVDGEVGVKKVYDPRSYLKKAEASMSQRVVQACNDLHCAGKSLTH
BoNT-A LC inh2: inhibitors of Botulinum neurotoxin A light chain protease; multiplex microsphere protease substrate cleavage, flow cytometry; inhibition, % at 10 µM; actives 0.17% (n = 360,000); AID 588499; also: plate controls were buffer without enzyme for full effect and enzyme alone for no effect
FadD28 FP inh: inhibitors of Mycobacterium tuberculosis FadD28 bisubstrate binding; FadD28 bisubstrate probe binding, fluorescence polarization; inhibition, % at 12.5 µM; actives 0.22% (n = 360,000); in the data active = inhibition above about 8.5%, passing the limit was not always enough; inconclusive = no clear call, values can overlap the other calls
Anthrax LF prot: blocks Bacillus anthracis lethal factor protease; P15917; actives 0.12% (n = 360,000); inhibition, % at 10 µM; multiplex microsphere protease cleavage assay, LF; also: plate controls were buffer without enzyme for full effect and enzyme alone for no effect
BioA inh: inhibitors of Mycobacterium tuberculosis BioA enzyme; purified M. tuberculosis BioA enzyme, plate reader; inhibition, % at 9.99 µM; actives 0.096% (n = 360,000); in the data active = inhibition above about 40%; inconclusive = no clear call, values can overlap the other calls
GDH-TPI inh: GDH-TPI coupled enzyme inhibition counter-screen | actives 1.2% (n = 360,000) | inhibition, % at 4.8 µM | GDH-TPI coupled enzyme counterscreen, NADH absorbance; in the data active = inhibition above about 30%;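 also: 0% = DMSO wells and 100% = wells lacking the enzyme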
Mtb UGM inh: blocks M. tuberculosis UGM enzyme. AID 504406. inhibition, % at 10 µM. actives 0.06% (n = 320,000). purified UGM, fluorescence polarization probe displacement. P9WIQ1; in the data active = inhibition above about 10%, passing the limit was not always enough; inconclusive = no clear call, values can overlap the other calls
Target sequence (P9WIQ1 whole entry, looked up): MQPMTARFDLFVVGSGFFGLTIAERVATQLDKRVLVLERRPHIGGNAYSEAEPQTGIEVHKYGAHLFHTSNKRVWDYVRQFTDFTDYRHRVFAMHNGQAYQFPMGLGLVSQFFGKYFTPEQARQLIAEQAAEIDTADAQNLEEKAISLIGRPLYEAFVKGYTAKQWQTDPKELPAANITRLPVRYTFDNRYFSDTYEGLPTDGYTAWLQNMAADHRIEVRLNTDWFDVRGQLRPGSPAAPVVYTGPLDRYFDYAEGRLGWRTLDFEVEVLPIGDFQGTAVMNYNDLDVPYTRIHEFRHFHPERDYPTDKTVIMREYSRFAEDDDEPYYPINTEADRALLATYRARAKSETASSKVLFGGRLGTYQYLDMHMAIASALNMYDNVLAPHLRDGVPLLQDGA
PfHsp40 rescue: compounds rescuing yeast from Plasmodium falciparum HSP40 toxicity; growth rescue, % at 12.5 µM; S. cerevisiae expressing PfHsp40, growth rescue, ATP luminescence; actives 0.68% (n = 340,000); in the data active = growth rescue above about 28%, passing the limit was not always enough; inconclusive = no clear call, values can overlap the other calls;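 also: yeast W303a lacking pdr1 and pdr3 grown in galactose medium; growth measured after three days at 30 °C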
The depositor's hits bear a star; ? = inconclusive; . = not tested or not shown. Rule as the data show it, unless noted: active = inhibition above about 30%; inconclusive = no clear call, values can overlap the other calls; inactive = below that.

Field names – A = BoNT-F LC inh; B = Mtb FBA inh; C = BoNT-A LC inh2; D = FadD28 FP inh; E = Anthrax LF prot; F = BioA inh; G = GDH-TPI inh; H = Mtb UGM inh; I = PfHsp40 rescue
CCC1CCCCN1C(=O)COc1c(Br)cc(Br)c2cccnc12 (configuration not stated)
  A: -2; B: 7; C: 0.4; D: -1.1; E: 2; F: .; G: 0; H: 1.3; I: 5.5
COC(=O)c1ccc(-n2c(C)cc(C(=O)CSc3ccc(NC(C)=O)cc3)c2C)cc1
  A: -20; B: -1; C: -2.9; D: -3.5; E: -5; F: .; G: 10; H: -0.8; I: 0.8
COc1cccc(NC(=O)C2Cc3ccccc3CN2C(=O)c2ccco2)c1 (configuration not stated)
  A: 1; B: -1; C: 2.1; D: -2.8; E: 5; F: 1.6; G: -14; H: 0.9; I: -1.4
CC1CCc2nc(NC(=O)c3ccc(N4C(=O)CCC4=O)cc3)sc2C1 (configuration not stated)
  A: -6; B: 1; C: -2.3; D: 0.8; E: 0; F: -1.5; G: 4; H: -1.2; I: -0.5
COc1ccc(COC(=O)c2c(C)nn(-c3ccccc3)c2Cl)cc1
  A: 1; B: -1; C: 3.3; D: -2.8; E: 1; F: 0.8; G: -1; H: -0.5; I: -0.2
CN(C(=O)c1ccc2c(c1)CCN2S(C)(=O)=O)c1ccccc1
  A: -2; B: -3; C: -0.7; D: -3.4; E: -2; F: 1.1; G: 11; H: -3.2; I: -0.1
O=C(Nc1ccc2c(c1)OCO2)C1CCN(S(=O)(=O)Cc2ccccc2)CC1
  A: -24; B: 0; C: -2.1; D: -3.4; E: -7; F: 0.4; G: -1; H: -1.5; I: -1.2
CC(C)(C)C(=O)NCC12C=CC(O1)C1C(=O)N(c3ccccc3)C(=O)C12 (configuration not stated)
  A: 4; B: 0; C: 0.8; D: -3.5; E: 0; F: 0.9; G: -6; H: -0.4; I: 0.4
COc1cc(S(=O)(=O)NCc2ccc3c(c2)OCO3)ccc1F
  A: ?; B: 1; C: -6.8; D: -0.6; E: 0; F: .; G: -5; H: -3.2; I: -0.3
c1cnc2c(Oc3ncnc4sccc34)cccc2c1
  A: -2; B: 2; C: -1.5; D: -0.5; E: -9; F: 5.1; G: 3; H: -3.6; I: -1.0
COc1cc(/C=C/[N+](=O)[O-])ccc1O
  A: 1; B: -6; C: -0.1; D: 2.2; E: 2; F: 0.3; G: -12; H: 3.5; I: 4.0
Cc1cc(NC(=O)CCC2CCCCC2)no1
  A: 28; B: 0; C: 3.9; D: -1.8; E: 4; F: .; G: 5; H: 0.9; I: -0.2
NC(=O)c1cc([N+](=O)[O-])ccc1NCCc1ccccc1
  A: -50; B: -11; C: -6.9; D: -3.1; E: 1; F: -0.3; G: -2; H: 0.4; I: 0.8
CC1(C)NC(=O)N(CCOc2ccc([N+](=O)[O-])cc2)C1=O
  A: -1; B: 0; C: 0.1; D: -0.4; E: -2; F: 0.0; G: 5; H: 0.5; I: -1.2
Cc1ccsc1/C=N/n1c(COc2ccccc2)n[nH]c1=S
  A: -6; B: -6; C: 1.1; D: -2.6; E: -2; F: -0.1; G: 4; H: 2.2; I: -0.2
C/C(=C\C(=O)c1cccnc1)Nc1ccc(C)c(C)c1
  A: -4; B: -2; C: -0.2; D: -0.1; E: 1; F: 8.4; G: 31*; H: -0.4; I: 1.6
CCC(=O)c1ccc(N2CCN(C(=O)COc3ccccc3F)CC2)c(F)c1
  A: -3; B: 0; C: -0.2; D: -4.3; E: 2; F: .; G: -4; H: 0.2; I: 1.9
CC(=O)c1c(C)[nH]c(C(=O)Nc2nc(-c3ccc(Cl)cc3)cs2)c1C
  A: -4; B: -5; C: 0.4; D: -2.8; E: -3; F: .; G: -4; H: 4.8; I: 0.1
Cc1ccc(CNCC2CCCO2)s1 (configuration not stated)
  A: -3; B: -5; C: -0.4; D: -1.8; E: 0; F: -0.7; G: -12; H: 0.0; I: 0.0
O=CNn1cnc2c(oc3nc(-c4ccccc4)cc(-c4ccco4)c32)c1=O
  A: 0; B: 17; C: 0.1; D: -4.4; E: -2; F: .; G: 6; H: -1.3; I: -0.8
Cc1ccc(CNC(=O)CN2NS(=O)(=O)c3ccccc3C2=O)cc1
  A: -3; B: -2; C: 0.4; D: -1.9; E: 4; F: -1.5; G: 11; H: .; I: .
COc1ccc(S(=O)(=O)/C(C#N)=C/Nc2cccc(F)c2)cc1
  A: -18; B: -3; C: -1.9; D: -2.2; E: -8; F: -0.6; G: 8; H: 0.2; I: -0.4
Cc1ccc(-c2cn(S(=O)(=O)c3cccc([N+](=O)[O-])c3)nc2N)cc1
  A: 0; B: -2; C: 1.1; D: -0.7; E: 5; F: 0.1; G: 0; H: -0.7; I: -1.2
[O-]/[N+](=C\c1ccc(F)cc1)c1ccccc1
  A: -12; B: -4; C: -1.6; D: 0.3; E: -6; F: -2.0; G: 8; H: -0.8; I: -0.3
CCCC(=O)n1nc(-c2cccnc2)nc1NCc1cccs1
  A: 3; B: 5; C: -0.4; D: -0.2; E: -2; F: .; G: -1; H: .; I: 0.5
O=C(Nc1ccc(Cl)cc1)Nc1ccc2c(c1)OCO2
  A: -11; B: -2; C: -1.3; D: -3.1; E: -14; F: -1.5; G: 1; H: 2.6; I: 3.0
CCOc1ccc(CCNC(=O)CCS(=O)(=O)c2ccc(Br)cc2)cc1OCC
  A: 18; B: -1; C: 2.9; D: -0.5; E: -3; F: -2.9; G: -3; H: -1.4; I: 0.0
CN1C(=O)C(/C(N)=N/NC(=O)c2ccccc2)C2CC1(C)Oc1ccccc12 (configuration not stated)
  A: -5; B: 4; C: -0.3; D: -0.8; E: 0; F: .; G: 6; H: 1.5; I: -0.7
CC(OCCN(C)C)C(=O)C12CC3CC(CC(C3)C1)C2 (configuration not stated)
  A: -4; B: 1; C: 0.4; D: -2.4; E: -2; F: 0.2; G: 10; H: -0.4; I: .
O=C(Nc1c2ccccc2nc2ccccc12)C(Cl)(Cl)Cl
  A: -2; B: 90*; C: 1.0; D: -0.5; E: -4; F: -1.8; G: 8; H: -0.7; I: 4.2
Cc1ccccc1NS(=O)(=O)c1ccc(C(=O)N2CCN(c3ccccn3)CC2)cc1
  A: -5; B: -3; C: -0.8; D: -1.7; E: -1; F: .; G: -3; H: -1.1; I: 1.9
CCC(=O)NNC(=O)CCC(=O)Nc1cccc(Cl)c1C
  A: 5; B: -4; C: -0.4; D: -3.9; E: 0; F: 0.9; G: -8; H: -2.2; I: 0.5
CCc1ccc2c(c1)C(c1ccc([N+](=O)[O-])cc1)=NNC(c1ccc(F)cc1)=N2
  A: -4; B: 1; C: -0.6; D: 0.9; E: 17; F: .; G: 25; H: 0.2; I: -2.1
CCc1[nH]nc(C(=O)N/N=C/c2ccncc2)c1C
  A: -2; B: -3; C: 0.3; D: -4.2; E: -2; F: -0.3; G: -2; H: 1.8; I: -0.4
CN1CCN(CC#CCC(O)(c2ccccc2)c2ccccc2)CC1
  A: ?; B: -26; C: ?; D: -3.5; E: 3; F: .; G: -5; H: 1.8; I: -1.1
CCOC(=O)C1CCCN(C(=O)COC(=O)c2ccc(C#N)cc2)C1 (configuration not stated)
  A: -3; B: 0; C: -0.3; D: -0.5; E: -1; F: .; G: -3; H: 1.3; I: 1.5
CC(C)NC(=O)c1c(O)c2ccccc2[nH]c1=O
  A: -12; B: 5; C: -0.2; D: 0.9; E: -5; F: -4.1; G: 2; H: -0.5; I: 0.7
C/C=C/c1ccc(OCCCCN(C)Cc2ccccc2)c(OC)c1
  A: -15; B: -4; C: -2.1; D: -3.2; E: -9; F: 1.3; G: 1; H: -1.3; I: 1.6
CC1Cn2c(Cc3ccccc3)nnc2S1 (configuration not stated)
  A: 2; B: 3; C: 1.4; D: 0.1; E: -1; F: .; G: .; H: .; I: .
Cc1ccc(C(=O)CSc2nc(N)cc(=O)[nH]2)cc1C
  A: 2; B: 1; C: -1.1; D: -3.3; E: -5; F: -1.4; G: -14; H: 0.7; I: -1.6
CN(C)CCN1C(=O)C(=O)/C(=C(/O)c2ccc(S(=O)(=O)N3CCOCC3)cc2)C1c1ccc(F)cc1 (configuration not stated)
  A: 6; B: -2; C: 1.9; D: -6.4; E: -1; F: -0.5; G: 14; H: 1.4; I: -0.8
Cc1ccc(C2C3=C(CC(C)(C)CC3=O)N(CCN3CCOCC3)C3=C2C(=O)CC(C)(C)C3)cc1
  A: 6; B: 29*; C: -0.3; D: -2.6; E: -3; F: 9.7; G: 7; H: -0.8; I: -1.1
CN(C)S(=O)(=O)c1ccc2[nH]cc(/C=C/c3nc4ccccc4c(=O)n3-c3ccccc3)c2c1
  A: -1; B: 5; C: 1.1; D: 1.2; E: 0; F: -1.3; G: 11; H: -2.1; I: 7.4
O=C(O)c1cccc(COc2ccc(CO)cc2Cl)c1
  A: -12; B: 6; C: -1.2; D: -1.6; E: -1; F: .; G: 1; H: 2.6; I: 0.5
COc1ccc2c(-c3ccccc3)cc(SCC(=O)NC(N)=O)nc2c1
  A: -1; B: 0; C: -0.4; D: -0.3; E: 4; F: .; G: 5; H: 0.5; I: 1.6
CCNC(=O)N(C)C[C@H]1N[C@@](CC)(C(=O)OC)[C@H]2C(=O)N(C)C(=O)[C@@H]12
  A: -6; B: -1; C: 0.0; D: 0.1; E: -3; F: -0.2; G: 8; H: 2.5; I: -0.1
O=C(Cc1ccc(Cl)cc1)N/N=C/c1cccs1
  A: 0; B: 1; C: 0.3; D: -1.8; E: 0; F: -1.5; G: 1; H: 0.9; I: -0.3
O=C(Cn1nc(CNc2ccc(Cl)cc2)[n+]2c1CCCCC2)c1ccc(Cl)cc1
  A: -51; B: 1; C: -5.7; D: -6.4; E: -12; F: 1.4; G: 1; H: -2.9; I: 0.0
COc1cc(/C=C/C(=O)O)cc(S(=O)(=O)Nc2ccccc2C(=O)NCc2ccco2)c1OC
  A: 8; B: 1; C: -0.4; D: -1.5; E: -2; F: -0.4; G: 18; H: 7.1; I: -0.5
CCc1ccc(N2CN(CCc3ccccc3)CNC2=S)cc1
  A: -16; B: 1; C: 0.1; D: -3.5; E: ?; F: 3.1; G: -5; H: 2.7; I: .

Additional entries
Field names – A = BoNT-F LC inh; B = Mtb FBA inh; C = BoNT-A LC inh2; D = FadD28 FP inh; E = Anthrax LF prot; F = BioA inh; G = GDH-TPI inh; H = Mtb UGM inh; I = PfHsp40 rescue
CC(=O)Nc1ccc(S(=O)(=O)NCc2ccc(C(=O)NCCCN3CCC(C)CC3)cc2)cc1
  A: -4; B: -1; C: -1.7; D: 0.0; E: -3; F: -0.2; G: 0; H: 0.3; I: 0.5
CCN(CC)CCN(C(=O)c1ccc(S(=O)(=O)N(CC)c2ccccc2)cc1)c1nc2c(OC)ccc(OC)c2s1
  A: -13; B: -2; C: -4.8; D: -2.8; E: -6; F: -1.1; G: -8; H: -4.4; I: -1.2
C=CCn1c(SCc2nc3sc(C(=O)O)c(C)c3c(=O)[nH]2)nnc1-c1ccc(F)cc1
  A: -5; B: 2; C: -0.9; D: -2.9; E: 0; F: .; G: 5; H: 0.8; I: 1.2
CCN(CC)C(=O)COc1ccc(/C(C)=N/Nc2ncc(Cl)cc2Cl)cc1
  A: 6; B: 3; C: 0.0; D: -0.2; E: -5; F: 0.3; G: 25; H: -1.7; I: -1.7
COC(=O)c1ccc(Cn2c(O)c(N=NC(N)=S)c3ccccc32)o1
  A: -2; B: -3; C: -0.3; D: -4.3; E: -6; F: .; G: 12; H: -0.1; I: 6.5
